tuberculosis growth: growth inhibition of non-replicating M. tuberculosis (AID 488890); inhibition, % at 25 µM; hits with a dose series show IC50 in µM; Mycobacterium tuberculosis non-replicating, growth inhibition; higher % means a stronger effect; 320,000 compounds, 0.39% hits; in the data active means a potency from the dose series; inconclusive means inhibition mostly from about 82% at the one dose, without a potency; inactive means the rest, 99 in 100 with inhibition below about 76%;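 further: plate controls were DMSO cells for no effect and high antibiotic wells for full effect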
inhibitors of VEEV: inhibitors of VEEV TC-83 cytopathic effect, confirmation, Vero cells (AID 588727); Vero cells, VEEV TC-83 cytopathic effect inhibition; higher % means a stronger effect; one-dose inhibition, % at 20 µM; IC50 in µM for titrated hits; 350,000 compounds, 0.13% hits; in the data active means a potency from the dose series; inconclusive means inhibition mostly from about 14% at the one dose, without a potency; inactive means the rest, 99 in 100 with inhibition below about 12%; further: strong numbers were not always called active
M. tuberculosis HTS: M. tuberculosis growth inhibition, HTS (AID 449762); M. tuberculosis H37Rv growth inhibition, 7H9 media; higher % means a stronger effect; 330,000 compounds, 0.59% hits; inhibition, % at 25 µM; hits with a dose series show IC50 in µM; in the data active means a potency from the dose series; inconclusive means inhibition above about 70% without an active follow-up result;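 further: bacterial growth assessed after seven days of incubation; strong numbers were not always called active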
influenza NS1A: H1N1 influenza NS1A inhibitors, functional cell based assay (AID 504329); NS1A functional cell-based assay, percent inhibition; higher % means a stronger effect; one-dose inhibition, % at 12.5 µM; IC50 in µM for titrated hits; 340,000 compounds, 0.3% hits; in the data active means a potency from the dose series; inconclusive means inhibition above about 27% without an active follow-up result; further: strong numbers were not always called active
Salmonella PhoP GFP: PhoP regulon inhibitors, Salmonella typhi PhoP promoter GFP reporter, confirmatory (AID 1850); 310,000 compounds, 0.33% hits; Salmonella Typhi PhoP-promoter GFP reporter, fluorescence, 4 h; higher % means a stronger effect; inhibition, % at 50 µM, or IC50 in µM where a hit was titrated; in the data active means a potency from the dose series; inconclusive means inhibition mostly from about 25% at the one dose, without a potency; inactive means the rest, 99 in 100 with inhibition below about 19%;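 further: 0% = induced wells with vehicle and 100% = uninduced wells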
inhibitors of VEEV 10K pilot screen: second read-out of inhibitors of VEEV, no call of its own (marks repeat the call); inhibition, %; measured here: 10K pilot screen inhibition
Starred values were filed as active, the others as inactive; i = inactive; ? = inconclusive; nt = no result given; & = joins results of further samples.

SMILES	tuberculosis growth	inhibitors of VEEV	M. tuberculosis HTS	influenza NS1A	Salmonella PhoP GFP	others
Cn1c(Oc2ccccc2)c(C=O)c2ccccc21	34.9%	4.6%	8.9%	-21.2%	-4.2%
Cc1ccc(-c2nnc(Nc3ccc4c(c3)OCO4)c3ccccc23)cc1S(=O)(=O)NC(C)C	8.0%	7.4%	1.1%	5.2%	-7.0%
O=C(/C=C/c1cccc([N+](=O)[O-])c1)NCc1ccccc1	3.1%	1.3%	4.7%	1.8%	7.4%
CCc1nn2c(N(C)CCO)cc(C)nc2c1-c1ccc(F)cc1	9.2%	2.4%	0.2%	-1.1%	11.8%
S=C(Nc1cccc2ccccc12)Nc1cccc2ccccc12	nt	1.0%	nt	-17.3%	nt
COC(=O)C1=C(c2cccc(C#N)c2)C[C@@H]2CC[C@H]1N2C(=O)NCCc1ccccc1	13.8%	0.1%	-2.7%	2.3%	nt
CCCc1ccc(C(=O)N2CCN(c3ccccc3OCC)CC2)cc1	4.0%	2.6%	7.1%	5.9%	0.8%	inhibitors of VEEV 10K pilot screen=5.7
COc1ccc2c(c1)CCNC2Cc1ccc(OC)c(O)c1 (centres undefined)	-0.6%	nt	-6.2%	nt	-3.4%
COc1cccc(C2C(C(C)=O)=C(C)Nc3ncnn32)c1 (centres undefined)	0.2%	0.9%	-4.9%	-4.8%	-5.4%
Nc1nc(-c2ccc3c(c2)CCC(=O)N3)cs1	6.1%	2.0%	1.2%	13.3%	-9.4%
CCS(=O)(=O)N1Cc2ccccc2CC1C(=O)Nc1nnc(C2CC2)s1 (centres undefined)	0.0%	7.4%	2.8%	-6.2%	12.9%
Cc1ccc(CNC(=O)CCC(=O)c2cccs2)cc1	10.8%	0.7%	-12.9%	7.3%	-10.6%
CCOC(=O)c1ccc(S(=O)(=O)Nc2nc3cc(S(=O)(=O)NC4=NCCCCC4)ccc3s2)cc1	21.4%	1.9%	-5.4%	-5.2%	1.0%
CCOc1cccc(CN(CC)CC2CCCN(CCc3cccc(OC)c3)C2)c1O (centres undefined)	6.7%	i	-1.5%	0.8%	-4.5%
Cc1ccc(NC(=O)Cn2sc3nc(C)cc(C)c3c2=O)c(Cl)c1	?	3.0%	2.4%	7.4%	-4.0%
O=C(Nc1ccc(F)cc1F)c1cccc(C(=O)Nc2ccc(F)cc2F)n1	-8.1%	?	12.4%	0.2%	-11.3%
COC(=O)C(C)(C(=O)OC)c1ccc(C(F)(F)F)cc1[N+](=O)[O-]	5.9%	1.7%	7.2%	-3.5%	4.8%
Cc1cc(OC(C)C(=O)NCc2ccncc2)c2c(C)c(C)c(=O)oc2c1 (centres undefined)	3.0%	0.6%	-3.0%	2.5%	8.1%
Cc1csc(NC(=O)C2CCCN(S(=O)(=O)c3ccc4c(c3)oc(=O)n4C)C2)n1 (centres undefined)	nt	0.0%	-4.3%	-2.7%	19.1%
COc1ccc(OC)c(-n2c(-c3ccc(O)cc3O)n[nH]c2=S)c1	-5.9%	0.8%	-2.8%	-3.8%	4.0%

15 successive compounds already listed, for reference:
SMILES	tuberculosis growth	inhibitors of VEEV	M. tuberculosis HTS	influenza NS1A	Salmonella PhoP GFP	others
COC(=O)C1=C(c2cccc(C#N)c2)C[C@@H]2CC[C@H]1N2C(=O)NCCc1ccccc1	13.8%	0.1%	-2.7%	2.3%	nt
CCCc1ccc(C(=O)N2CCN(c3ccccc3OCC)CC2)cc1	4.0%	2.6%	7.1%	5.9%	0.8%	inhibitors of VEEV 10K pilot screen=5.7
COc1ccc2c(c1)CCNC2Cc1ccc(OC)c(O)c1 (centres undefined)	-0.6%	nt	-6.2%	nt	-3.4%
COc1cccc(C2C(C(C)=O)=C(C)Nc3ncnn32)c1 (centres undefined)	0.2%	0.9%	-4.9%	-4.8%	-5.4%
Nc1nc(-c2ccc3c(c2)CCC(=O)N3)cs1	6.1%	2.0%	1.2%	13.3%	-9.4%
CCS(=O)(=O)N1Cc2ccccc2CC1C(=O)Nc1nnc(C2CC2)s1 (centres undefined)	0.0%	7.4%	2.8%	-6.2%	12.9%
Cc1ccc(CNC(=O)CCC(=O)c2cccs2)cc1	10.8%	0.7%	-12.9%	7.3%	-10.6%
CCOC(=O)c1ccc(S(=O)(=O)Nc2nc3cc(S(=O)(=O)NC4=NCCCCC4)ccc3s2)cc1	21.4%	1.9%	-5.4%	-5.2%	1.0%
CCOc1cccc(CN(CC)CC2CCCN(CCc3cccc(OC)c3)C2)c1O (centres undefined)	6.7%	i	-1.5%	0.8%	-4.5%
Cc1ccc(NC(=O)Cn2sc3nc(C)cc(C)c3c2=O)c(Cl)c1	?	3.0%	2.4%	7.4%	-4.0%
O=C(Nc1ccc(F)cc1F)c1cccc(C(=O)Nc2ccc(F)cc2F)n1	-8.1%	?	12.4%	0.2%	-11.3%
COC(=O)C(C)(C(=O)OC)c1ccc(C(F)(F)F)cc1[N+](=O)[O-]	5.9%	1.7%	7.2%	-3.5%	4.8%
Cc1cc(OC(C)C(=O)NCc2ccncc2)c2c(C)c(C)c(=O)oc2c1 (centres undefined)	3.0%	0.6%	-3.0%	2.5%	8.1%
Cc1csc(NC(=O)C2CCCN(S(=O)(=O)c3ccc4c(c3)oc(=O)n4C)C2)n1 (centres undefined)	nt	0.0%	-4.3%	-2.7%	19.1%
COc1ccc(OC)c(-n2c(-c3ccc(O)cc3O)n[nH]c2=S)c1	-5.9%	0.8%	-2.8%	-3.8%	4.0%

Later entries.
SMILES	tuberculosis growth	inhibitors of VEEV	M. tuberculosis HTS	influenza NS1A	Salmonella PhoP GFP	others
CCOc1ccccc1C(=O)NCC(=O)Nc1ccc2c(c1)OCO2	-25.0%	0.8%	-7.6%	1.8%	nt
O=C(CNC(=O)c1cccc([N+](=O)[O-])c1)NC1CCCc2ccccc21 (centres undefined)	3.4%	2.7%	-6.3%	-1.6%	nt
CCOc1ccc(S(=O)(=O)N2CCN(C(=O)C3CC3C)CC2)cc1 (centres undefined)	2.4%	8.1%	4.8%	8.5%	nt
CCC(=O)Oc1ccc(C(=O)Nc2c[nH]c(=O)[nH]c2=O)cc1	31.9%	11.6%	9.9%	-7.4%	-5.4%
O=C(COC(=O)c1cc(NS(=O)(=O)c2cccs2)ccc1O)Nc1cc(Cl)ccc1Cl	6.4%	i	-5.0%	-2.5%	12.3%
Cc1cccc(C(=O)Nc2nnc(S(=O)(=O)N3CCCCCC3)s2)c1	nt	3.1%	-0.7%	-5.1%	-10.4%
COC(=O)c1ccc(CNC(=O)CSc2nc3ccccc3[nH]2)cc1	6.6%	2.1%	-0.6%	6.3%	-7.3%
Cc1cc(C)n(-c2nc(C)nc3sc4c(c23)CCC(C)C4)n1 (centres undefined)	19.4%	0.3%	-4.8%	-3.5%	-7.8%
COc1ccccc1NC(=O)CN(Cc1ccco1)C(=O)c1ccc(Cl)nc1	10.1%	0.9%	-6.8%	6.0%	-7.8%
COc1cc(C(=O)Nc2nc(-c3cc(C)ccc3C)c(C)s2)ccc1OCC(=O)Nc1ccc(F)cc1	1.6%	0.1%	-1.1%	-1.5%	11.4%
Cc1cc(C)nc(CC(N)=O)n1	-8.1%	2.2%	1.3%	-13.2%	-3.1%
Clc1nc(NC2CCCC2)nc(N2CCOCC2)n1	-16.4%	1.8%	-1.4%	-16.6%	1.5%
Cc1cc(C)c(C#N)c(SCc2ccccc2C)n1	23.4%	2.7%	10.8%	1.8%	-10.2%
COc1cc(N)c(Cl)cc1C(=O)OCC(=O)Nc1cccnc1Cl	-16.9%	8.3%	-6.1%	-4.1%	19.1%
c1ccc(N2CCN(c3ncccn3)CC2)cc1	19.6%	0.4%	-0.8%	-10.4%	-1.7%
CC(C)C[C@H](NC(=O)N1CCn2c1nc1ccccc12)C(=O)NCC1CCCO1 (some centres undefined)	-11.3%	1.2%	-3.7%	-1.3%	14.3%
CC1CN(C(=O)C(Sc2ccccc2)c2ccccc2)CC(C)O1 (centres undefined)	-16.6%	1.0%	-4.0%	-4.8%	5.9%
COC(=O)c1[nH]nc(C(=O)OC(C)(C)C)c1-c1ccccc1	nt	i	6.8%	1.2%	-5.6%
O=C(Cc1ccccc1)OCc1ccccc1	11.7%	i	-0.6%	-4.8%	nt
C[C@@H](OC(=O)c1[nH]cnc1C(=O)NCc1ccc(CNC(=O)OC(C)(C)C)cc1)c1ccccc1	-7.3%	4.5%	0.1%	-18.0%	nt
CC1(C)Cc2c(c(-c3ccccc3)[nH]c(=O)c2C#N)CO1	5.1%	1.7%	-5.8%	-3.9%	1.2%
O=C1c2ccccc2C(=O)N1Cc1ccc2c(c1)OCO2	43.0%	2.8%	4.9%	-2.8%	8.4%
COC(=O)c1ccc(C(=O)OC)c(NC(=O)CS(=O)(=O)Cc2ccccc2)c1	0.5%	1.1%	-3.0%	-23.9%	-1.1%
CCC(C)(C)NC(=O)C(C(C)C)N(CC1CCCO1)C(=O)CNS(=O)(=O)c1ccc(F)cc1 (centres undefined)	4.2%	1.3%	2.4%	-6.7%	8.9%
CCOC(=O)N1CCC(N(CCN(C)C)C(=S)Nc2ccccc2C)CC1	-9.3%	i	-6.0%	-8.1%	-10.8%
O=C(CCS(=O)(=O)c1ccc(Br)cc1)N1CCC2(CC1)OCCO2	1.2%	i	-2.1%	-2.6%	3.9%
CNS(=O)(=O)c1cnccc1N1CCN(c2cccc(C(F)(F)F)c2)CC1	2.2%	2.1%	-0.3%	-9.9%	4.5%
O=C(NCCN1CCOCC1)C(=O)NCC1OCCN1S(=O)(=O)c1cc(F)ccc1F (centres undefined)	-0.9%	2.0%	-10.8%	-5.3%	-1.6%
FC(F)(F)c1cccc(OCc2noc(-c3ccsc3)n2)c1	15.6%	0.4%	-6.5%	-17.8%	5.9%
C[C@H]1CC[C@H]2C(=O)N[C@H](Cc3ccccc3)C(=O)N2[C@@H]1c1ccccc1	1.1%	nt	0.5%	nt	-11.4%
OC/C(Br)=C(\Br)CO	nt	1.0%	-4.7%	-5.9%	nt
CCCCn1c(=O)[nH]c(=O)c2c1nc(-c1cc3c(cc1Br)OCO3)n2C	-0.3%	2.3%	-8.5%	11.4%	5.7%
COc1cccc(/C=N/Nc2ncccc2[N+](=O)[O-])c1OC	nt	1.8%	-1.3%	13.5%	2.3%
CSc1ccccc1NC(=S)NC1CCCC1	?	6.7%	-2.3%	-7.0%	-6.3%
CCOC(=O)CC1C(=O)NCCN1Cc1cccs1 (centres undefined)	-1.5%	i	-9.4%	12.2%	1.5%
CCCCNc1c(-c2ccc(-c3ccc(C(C)=O)cc3)c(OC)c2)nc2cc(C)ccn12	62.6%	2.0%	?	-21.2%	nt
C/C(=N\NC(=O)C(C)n1nc(C)c([N+](=O)[O-])c1C)c1ccccc1O (centres undefined)	62.5%	10.8%	-5.8%	10.9%	-2.1%
Nc1ncc2[nH]cnc2n1	-0.5%&-9.0%	0.2%	-4.7%&96.8%	2.5%&-12.6%	-20.6%&21.3%
O=C(c1ccc(F)cc1)N1CCN(c2cc(=O)[nH]nc2-c2ccccc2)CC1	-3.9%	0.5%	3.1%	6.0%	-6.3%	inhibitors of VEEV 10K pilot screen=4.7
CC(=O)c1cc(CN2CCN(CC=C(C)C)C(CCO)C2)cs1 (centres undefined)	-2.5%	0.3%	-3.4%	-5.2%	-8.7%
O=C(c1cccn(Cc2ccc(C(F)(F)F)cc2)c1=O)N1CCOCC1	-4.7%	0.8%	1.3%	-3.2%	-10.6%
COc1ccc2[nH]c(=O)c(CN(C)C(=O)C3CCCCC3)cc2c1	-11.6%	0.9%	-4.8%	-5.7%	9.1%
CN(C)C(=Nc1ccccc1)P(=S)(N(C)C)N(C)C	1.9%	2.5%	-1.3%	-13.8%	0.1%
Cc1c(F)cccc1NC(=O)CSCC(=O)Nc1ccccc1	26.8%	0.8%	-3.8%	-20.1%	15.6%
O=S(=O)(O)Oc1c[nH]c2ccccc12	-4.0%	nt	?	nt	-9.3%
CC(C)N1C(=O)S/C(=C/c2ccc(Sc3nc4ccccc4[nH]3)o2)C1=O	24.7%	0.8%	2.9%	1.3%	-3.9%
CCc1ccc(OC(=O)c2cncc(Br)c2)cc1	?	0.1%	3.7%	16.6%	-9.2%
CN(C(=O)c1cccc(NC(=O)Cc2cccc([N+](=O)[O-])c2)c1)C1CC1	0.7%	i	-0.8%	-0.5%	nt

Assay outcomes: PubChem, Southern Research Specialized Biocontainment Screening Center
